HepG2 tox: qHTS for Inhibitors of TGF-b: Cytotox Counterscreen | HepG2 CAGA-GFP viability, ATP luminescence, 18 h | Potency, µM (top dose mostly 46.1 µM), for the others: top-dose activity change, negative = cytotoxicity, most hits filed as cytotoxic | 0.76% of 410,000 active | AID 588856, 2011; active means well fitted cell-killing curve with a large enough effect; inactive means no such curve, though single readings can be large or run the other way; further: some results filed as inactive show a strong effect at the top dose
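CellTiter-Glo luminescence gave cytotoxicity after 18 hours at 37 degrees C. The cells were HepG2 CAGA-GFP in 1% FBS DMEM, stimulated with 500 pg/mL TGF-beta after compound addition. %Activity was normalised to no-cell wells (complete cell-killing) and DMSO (no toxicity), and curves were fitted and classified.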
The depositor's hits bear a star. Potency means the concentration at half of the fitted maximal effect.

SMILES	HepG2 tox
CN(C)CCCN(C(=O)c1ccc2c(c1)OCCO2)c1nc2ccccc2s1	-46%
COc1ccccc1C(=O)NCc1nnnn1-c1ccc(C)c(C)c1	2%
Cc1cccc(CN2C(=O)c3ccccc3Sc3ccc(C(=O)NCc4ccco4)cc32)c1	-11%
COc1ccc(-n2ncc3c2ncn2nc(-c4ccc(Cl)cc4Cl)nc32)cc1	9%
Cc1cc(C)cc(NC(=O)CNS(=O)(=O)c2ccc3nc(C)sc3c2)c1	-20%
CCc1ccc(NC(=O)Cn2ccn(-c3ccc(OC)cc3)c(=O)c2=O)cc1	-10%
COc1ccc(CC(=O)NCCS(=O)(=O)N2CCN(c3ccccc3F)CC2)cc1OC	3%
COc1ccccc1NC(=O)CCn1nc(-c2ccccc2)c2ccccc2c1=O	-38%
CCOc1ccc(-n2nc(CO)c(C(=O)NCc3ccc(Cl)cc3)n2)cc1	-25%
CCCCc1nn2c(=O)cc(COC(=O)c3ccc(NC(=O)c4ccccc4Cl)cc3)nc2s1	-14%
CCC(Sc1nc2ncccc2[nH]1)C(=O)Nc1cccc(OC)c1 (stereo not given)	-4%
O=C(Cn1cc(SCc2ccccc2Cl)c2ccccc21)N1CCCCCC1	-18%
Cc1nn2c(=O)cc(COC(=O)c3cccc(NC(=O)c4ccc(F)cc4)c3)nc2s1	0%
O=C(Nc1ccc2oc(-c3ccc4ccccc4c3)nc2c1)c1cc(Br)ccc1Cl	3%
CC1CCc2onc(C(=O)N3CCN(c4cccc(C(F)(F)F)c4)CC3)c2C1 (stereo not given)	-26%
CCc1cccc2c(-c3ccccc3)nc(SCC(=O)Nc3ccccc3OC)nc12	-7%
COc1ccc(C(=O)Nc2nnc(S(=O)(=O)N(C)c3ccc(Cl)cc3)s2)cc1OC	-15%
CCn1c(=NC(=O)c2ccc3c(c2)OCCO3)sc2c(C)ccc(OC)c21	-2%
COC(=O)c1ccc(-n2nnc(-c3nc(-c4ccc5c(c4)OCO5)no3)c2C)cc1	-3%
Cc1ccc(OCC(=O)Nc2ccc3nc(SCC(=O)N4CCOCC4)sc3c2)cc1	-26%
O=C(Nc1cccc(C(F)(F)F)c1)Nc1cccs1	-44%
COc1ccc(/C=C/C(=O)Nc2ccc3nc4c(c(Nc5ccccc5OC)c3c2)CCCC4)cc1	-84%
CC(C)(C)C1CCc2oc3ccc(NS(=O)(=O)c4cc(Cl)ccc4Cl)cc3c2C1 (stereo not given)	-68%
O=C(Nc1ccccc1Cl)c1sc2cccc(Cl)c2c1Cl	-27%
CCCN1C(C(=O)c2ccccc2)=C(OC(=O)c2ccc(OC)cc2)c2ccccc2S1(=O)=O	-13%

Laid out differently: results already given
> COc1ccc(CC(=O)NCCS(=O)(=O)N2CCN(c3ccccc3F)CC2)cc1OC
  HepG2 tox: 3%
> COc1ccccc1NC(=O)CCn1nc(-c2ccccc2)c2ccccc2c1=O
  HepG2 tox: -38%
> CCOc1ccc(-n2nc(CO)c(C(=O)NCc3ccc(Cl)cc3)n2)cc1
  HepG2 tox: -25%
> CCCCc1nn2c(=O)cc(COC(=O)c3ccc(NC(=O)c4ccccc4Cl)cc3)nc2s1
  HepG2 tox: -14%

New compounds follow:
SMILES	HepG2 tox
COc1ccccc1NC(=O)c1cnc(SCC(=O)N2CCCc3ccccc32)n(C)c1=O	-5%
CN(C(=O)Cn1c(=O)n(CCC(=O)NCc2ccc3c(c2)OCO3)c(=O)c2sccc21)c1ccccc1	-22%
CC(C)Cn1c(=O)c2sccc2n2c(CCCC(=O)NCCc3ccc(Cl)cc3)nnc12	-47%
CC(=O)c1cccc(NC(=O)c2oc3c(c2C)-c2nn(Cc4ccc(Cl)cc4)cc2CC3)c1	-32%
Cc1ccc(CNC(=O)c2nnn(CC(=O)Nc3cc(C)ccc3C)c2N)cc1	-1%
O=C(CN1C(=O)COc2ccc(S(=O)(=O)N3CCCCCC3)cc21)NCCc1ccccc1	-26%
Cc1cc(S(=O)(=O)C(CNC(=O)c2ccc(OC(C)C)cc2)c2cccs2)ccc1F (stereo not given)	-15%
COc1ccc(N2CCN(S(=O)(=O)CCNC(=O)C(c3ccccc3)c3ccccc3)CC2)cc1	-8%
CC(=O)c1ccc(N2CCN(c3ncnc4c3nc3n4CCCC3)CC2)cc1	-26%
Cc1cccc(NC(=O)CSc2nc(=O)n(CCN3CCOCC3)c3c2CCC3)c1C	-3%
Cc1ccc(N(CC(C)C)S(=O)(=O)c2nnc(NC(=O)C(C)C)s2)cc1	0%
CCC(=O)Nc1ccc2nc(SCc3ccccc3)sc2c1	-18%
O=C(CCn1cnc2onc(-c3ccc(F)cc3)c2c1=O)Nc1ccc(F)c(Cl)c1	-69%
COc1ccc(S(=O)(=O)N(Cc2nc(-c3ccc(Cl)cc3)no2)C2CCCCC2)cc1	-36%
COc1cc(NC(=O)Cn2c(=O)n(CC(=O)NCCc3ccc(OC)c(OC)c3)c(=O)c3sccc32)cc(OC)c1	10%
O=C(Cn1c(=O)n2nc(-c3ccccc3)nc2c2ccccc21)Nc1ccccc1C(F)(F)F	-11%
CC(Oc1ccc(Br)cc1)C(=O)N(Cc1nc(-c2ccccc2)no1)C(C)C (stereo not given)	-27%
COc1ccc(CC(=O)NCc2nc3cccnc3n2Cc2ccc(C)cc2)cc1OC	-29%
CCCCN(C)CCCNC(=O)CN1N=C(c2ccc(OC)cc2)CCC1=O	-4%
CC1CCC(NC(=O)CCc2cn(Cc3ccc(F)cc3)c3ccccc23)CC1 (stereo not given)	-8%
CCc1cc2c(cc3c(=O)n(CC(=O)NC(C)C)nc(CC)n32)s1	-6%
Cc1sc(C2C(C#N)=C(N)N(c3cccc(Cl)c3)C3=C2C(=O)CCC3)cc1CN1CCOCC1 (stereo not given)	-4%
Cc1ccc(NCc2cccn2-c2nnc(N3CCC(C(=O)NC(C)C)CC3)s2)cc1	-24%
COc1ccc(CNc2nc(SCc3ccc(Cl)cc3)nc3ccccc23)cc1	3%
COC(=O)c1ccccc1NC(=O)Cn1nc(C)c2nn(-c3ccc(Cl)cc3)c(C)c2c1=O	-12%

The closing two entries of the part above lead into the next.
SMILES	HepG2 tox
COc1ccc(CNc2nc(SCc3ccc(Cl)cc3)nc3ccccc23)cc1	3%
COC(=O)c1ccccc1NC(=O)Cn1nc(C)c2nn(-c3ccc(Cl)cc3)c(C)c2c1=O	-12%
O=C(CCn1c(=O)c2cccn2c2cccnc21)N1CCN(c2cccc(C(F)(F)F)c2)CC1	-42%
COc1ccc(NC(=O)CCc2c(C)nn(-c3ccc(N4CCCCC4)nn3)c2C)cc1Cl	-32%
CCC(=O)Nc1ccccc1-c1nc2ccccc2n(CC(=O)c2ccc(Cl)cc2)c1=O	-1%
O=C(NCC(c1ccc2c(c1)OCO2)N1CCN(c2ccccc2)CC1)c1ccccc1F (stereo not given)	2%
CCOc1ccccc1C(=O)N(Cc1ccc(N(C)C)cc1)Cc1ccco1	-37%
Cc1ccc(NC(=O)c2nc(S(=O)(=O)Cc3ccc(F)cc3)ncc2Cl)cc1C	7.1µM*
COc1ccc(N2CCN(C(=O)c3nn(C)c4c3CSc3ccccc3-4)CC2)cc1	-34%
Cc1ccccc1NC(=O)c1cc2c([nH]c1=O)CC(C)(C)CC2=O	3%
CC(C)(C)c1ccc2c(c1)N(CC(=O)NCCCN1CCN(c3ccccc3F)CC1)C(=O)CO2	-20%
COc1ccc(S(=O)(=O)NCCS(=O)(=O)N2CCN(c3ccccc3F)CC2)cc1	-23%
Cc1ccc(Cn2c(CNS(=O)(=O)c3cccc([N+](=O)[O-])c3)nc3cccnc32)cc1	-41%
COc1ccccc1Nc1ncnc2c1nc1n2CCCC1	-28%
O=C(c1cc(F)cc(F)c1)N1CCC(c2nc(-c3ccc(S(=O)(=O)N4CCCC4)cc3)no2)CC1	-2%
CCCN(CCC)CCCNC(=O)C1CCN(S(=O)(=O)CC)CC1	4%
CC(C)c1cnc2c(c1SCC(=O)c1ccc(Cl)cc1)c(=O)n(C)c(=O)n2C	-24%
Cc1cccc(CN2CC34CCC(CC3S2(=O)=O)O4)c1 (stereo not given)	-1%
Cc1ccccc1NC(=O)Cn1nc(-c2ccccc2)nc(Cc2ccccc2)c1=O	5%
COc1ccccc1C(=O)Nc1cccc(C(=O)OCc2cc(=O)n3cc(C)sc3n2)c1	-5%
Cc1ccc(CNC(=O)CC2Oc3ccccc3NC2=O)cc1 (stereo not given)	-4%
COc1ccc2oc(=O)cc(CN3CCN(C(=O)c4ccccc4F)CC3)c2c1	-15%
O=C(Nc1ccc2nc(SCC(=O)N3CCc4ccccc43)sc2c1)c1ccc(F)cc1	2%
N#Cc1cccc(NC(=O)c2ccc3c(c2)N(Cc2cccc(Cl)c2)C(=O)c2ccccc2S3(=O)=O)c1	-19%
Cc1ccc2c(CN3CCN(c4ccc(Cl)cc4)CC3)cc(=O)oc2c1	-3%
Cc1ccc(-c2nc3scc(CCNC(=O)c4cccc(Br)c4)n3n2)cc1	-101%
CCOC(=O)c1ccc(Nc2nn3c(=O)c4ccccc4nc3s2)cc1	-5%
More compounds follow:
SMILES	HepG2 tox
CCOc1cc(CNC(=O)c2ccc(NC(=O)c3nsc4ccccc34)cc2)ccc1OC	-15%
O=c1oc2ccc(Cl)cc2cc1-c1nc(-c2cccs2)no1	-1%
CC(CNC(=O)c1ccc(Cn2c(=O)c3cccn3c3cccnc32)cc1)c1ccccc1 (stereo not given)	-24%
O=C(Cn1nc2c(cc1=O)CCCC2)Nc1ccc(F)cc1F	-6%
CCOc1ccc(-n2ccnc2SCC(=O)Nc2cc(C)ccc2C)cc1	-1%
COc1ccc(Cn2ccnc2SCC(=O)Nc2ccc3c(c2)OCO3)cc1	-28%
CCCS(=O)(=O)c1ncc(Cl)c(C(=O)N(Cc2ccccc2)Cc2ccco2)n1	4µM*
CCN(Cc1ccccc1)c1nc2c(S(=O)(=O)c3ccccc3)nnn2c2ccc(Cl)cc12	1%
COc1cccc(-n2c(=O)c3c(C)c(C(=O)N(C)C)sc3n(CC(=O)Nc3ccc(C)cc3Cl)c2=O)c1	-11%
Cc1c(Cl)cccc1NC(=O)C(=O)NCCc1csc(-c2ccc(C(F)(F)F)cc2)n1	-3%
Cc1cc(C)cc(N2CCn3c2nc2c3c(=O)n(Cc3c(F)cccc3Cl)c(=O)n2C)c1	3%
COc1ccc(CCNC(=O)c2cnc3sc(N4CCCC4)nn3c2=O)cc1OC	-50%
CCOc1ccc(NC(=O)Cn2c3ncccc3c(=O)n2-c2ccc(CC)cc2)cc1	-4%
CC(=O)OCC(NC(=O)C(CCCCNC(=O)OCc1ccccc1)NC(=O)OC(C)(C)C)C1OC(n2ccc(=O)[nH]c2=O)C(OC(C)=O)C1OC(C)=O (stereo not given)	1%
CC1CCC(NC(=O)C2(C)Cc3ccccc3C(=O)N2Cc2ccc(F)cc2)CC1 (stereo not given)	0%
CCc1ccc(C2CC(=O)c3c([nH]c(C(=O)OCCOc4ccccc4)c3C)C2)cc1 (stereo not given)	-16%
O=C1Nc2ccccc2C1Cc1ccc(Br)cc1 (stereo not given)	-24%
O=C(Cn1cc(SCc2cccc(Cl)c2)c2ccccc21)N1CCCCCC1	-26%
CCOC(=O)c1ccc(NC(=O)c2nc(SCc3ccc(F)cc3)ncc2Cl)cc1	-13%
CSCCC(NS(=O)(=O)c1ccc2c(c1)oc(=O)n2C)C(=O)N1CCN(c2cc(Cl)ccc2C)CC1 (stereo not given)	-4%
Cc1cccc(NC(=O)C2CCCN(S(=O)(=O)c3cccc4nonc34)C2)c1C (stereo not given)	0%
COc1ccccc1Nc1c2c(nc3ccc(NC(=O)/C=C/c4cc(OC)c(OC)c(OC)c4)cc13)CCCC2	5.6µM*
Cc1cccc(Nc2c3c(nc4nncn24)CCC3)c1	-7%
Cc1c(C(=O)Nc2ccc(F)cc2F)oc2c1-c1nn(Cc3c(F)cccc3Cl)cc1CC2	-3%
Cc1ccsc1CN(C(=O)COc1cccc(C)c1C)C1CCS(=O)(=O)C1 (stereo not given)	-15%
Additional results follow.
SMILES	HepG2 tox
O=C(CCS(=O)(=O)c1ccc(Br)cc1)Nc1ccc(F)cc1F	-18%
COc1ccc(CCNC(=O)C2c3ccccc3C(=O)N2Cc2ccccc2)cc1OC (stereo not given)	-5%
Cc1cn2c(=O)cc(COC(=O)c3cccc(NC(=O)c4ccccc4Cl)c3)nc2s1	-3%
COc1ccc(CNc2n[nH]c(-c3ccco3)n2)cc1OC	2%
Cc1ccc(-c2nc3scc(CCNS(=O)(=O)c4ccc(C)c(C)c4)n3n2)cc1	-31%
Cc1cc(C)c(NC(=O)CSc2nccn2-c2cccc(Cl)c2)c(C)c1	4%
CCN(CC)c1nn2c(=O)c(C(=O)NCc3cccc(OC)c3OC)cnc2s1	-21%
COc1cccc(Cn2c(CNC(=O)CCc3ccccc3)nc3cccnc32)c1	-20%
COc1ccc(C(=O)Nc2cc(NC(=O)c3ccco3)ccc2OC)cc1Cl	7%
O=C(Cn1cc(SCc2cccc(C(F)(F)F)c2)c2ccccc21)N1CCCCCC1	-14%
Cc1nc(N2CCOCC2)c2c(C(=O)N(C)c3ccccc3)c(C)oc2n1	1%
Cc1cccc(-c2nc(CSCC(=O)N3CCN(c4cccc(C)c4C)CC3)c(C)o2)c1	-67%
O=C(Nc1ccc(Br)cc1)C1CCCN1S(=O)(=O)c1ccc(F)cc1 (stereo not given)	-31%

Among those listed so far, these have an NH in an aromatic ring:
SMILES	HepG2 tox
CCC(Sc1nc2ncccc2[nH]1)C(=O)Nc1cccc(OC)c1 (stereo not given)	-4%
Cc1ccccc1NC(=O)c1cc2c([nH]c1=O)CC(C)(C)CC2=O	3%
CC(=O)OCC(NC(=O)C(CCCCNC(=O)OCc1ccccc1)NC(=O)OC(C)(C)C)C1OC(n2ccc(=O)[nH]c2=O)C(OC(C)=O)C1OC(C)=O (stereo not given)	1%
CCc1ccc(C2CC(=O)c3c([nH]c(C(=O)OCCOc4ccccc4)c3C)C2)cc1 (stereo not given)	-16%
COc1ccc(CNc2n[nH]c(-c3ccco3)n2)cc1OC	2%

This is a subset; count on the stated rates, not on these rows.
